Source: PubChem (National Center for Advancing Translational Sciences (NCATS))
Pin1 inh: blocks the human prolyl isomerase Pin1; Pin1 FP peptide displacement, HiFluor488, 10 min; 390,000 tested, 0.009% active; Potency, µM (highest dose often 115 µM), for the others: at the top dose activity, negative = inhibition, most hits filed as inhibitors; Q13526; active = well fitted inhibition curve with a large enough effect in the polarisation, with a control signal flat, not every such curve was filed as active; inconclusive = small, poorly fitted or top-dose-only effect, or effect the other way, or a change in a side signal; inactive = no such curve, though single readings can be large or run the other way; the % refers to the polarisation; note: % is set by controls: 0 for no effect and ±100 for the full control effect
BAZ2B inh: BAZ2B (human) inhibition; AlphaScreen BAZ2B-H3K14Ac peptide displacement; Potency, µM (doses to about 114 µM), without a hit: at the top dose activity change, negative = inhibition, most hits filed as inhibitors; 360,000 tested, 4.4% active; note: % is set by controls: 0 for no effect and ±100 for the full control effect; nearly all actives have a fitted effect of over 60% in size
Target sequence (Q9UIF8 whole entry, looked up): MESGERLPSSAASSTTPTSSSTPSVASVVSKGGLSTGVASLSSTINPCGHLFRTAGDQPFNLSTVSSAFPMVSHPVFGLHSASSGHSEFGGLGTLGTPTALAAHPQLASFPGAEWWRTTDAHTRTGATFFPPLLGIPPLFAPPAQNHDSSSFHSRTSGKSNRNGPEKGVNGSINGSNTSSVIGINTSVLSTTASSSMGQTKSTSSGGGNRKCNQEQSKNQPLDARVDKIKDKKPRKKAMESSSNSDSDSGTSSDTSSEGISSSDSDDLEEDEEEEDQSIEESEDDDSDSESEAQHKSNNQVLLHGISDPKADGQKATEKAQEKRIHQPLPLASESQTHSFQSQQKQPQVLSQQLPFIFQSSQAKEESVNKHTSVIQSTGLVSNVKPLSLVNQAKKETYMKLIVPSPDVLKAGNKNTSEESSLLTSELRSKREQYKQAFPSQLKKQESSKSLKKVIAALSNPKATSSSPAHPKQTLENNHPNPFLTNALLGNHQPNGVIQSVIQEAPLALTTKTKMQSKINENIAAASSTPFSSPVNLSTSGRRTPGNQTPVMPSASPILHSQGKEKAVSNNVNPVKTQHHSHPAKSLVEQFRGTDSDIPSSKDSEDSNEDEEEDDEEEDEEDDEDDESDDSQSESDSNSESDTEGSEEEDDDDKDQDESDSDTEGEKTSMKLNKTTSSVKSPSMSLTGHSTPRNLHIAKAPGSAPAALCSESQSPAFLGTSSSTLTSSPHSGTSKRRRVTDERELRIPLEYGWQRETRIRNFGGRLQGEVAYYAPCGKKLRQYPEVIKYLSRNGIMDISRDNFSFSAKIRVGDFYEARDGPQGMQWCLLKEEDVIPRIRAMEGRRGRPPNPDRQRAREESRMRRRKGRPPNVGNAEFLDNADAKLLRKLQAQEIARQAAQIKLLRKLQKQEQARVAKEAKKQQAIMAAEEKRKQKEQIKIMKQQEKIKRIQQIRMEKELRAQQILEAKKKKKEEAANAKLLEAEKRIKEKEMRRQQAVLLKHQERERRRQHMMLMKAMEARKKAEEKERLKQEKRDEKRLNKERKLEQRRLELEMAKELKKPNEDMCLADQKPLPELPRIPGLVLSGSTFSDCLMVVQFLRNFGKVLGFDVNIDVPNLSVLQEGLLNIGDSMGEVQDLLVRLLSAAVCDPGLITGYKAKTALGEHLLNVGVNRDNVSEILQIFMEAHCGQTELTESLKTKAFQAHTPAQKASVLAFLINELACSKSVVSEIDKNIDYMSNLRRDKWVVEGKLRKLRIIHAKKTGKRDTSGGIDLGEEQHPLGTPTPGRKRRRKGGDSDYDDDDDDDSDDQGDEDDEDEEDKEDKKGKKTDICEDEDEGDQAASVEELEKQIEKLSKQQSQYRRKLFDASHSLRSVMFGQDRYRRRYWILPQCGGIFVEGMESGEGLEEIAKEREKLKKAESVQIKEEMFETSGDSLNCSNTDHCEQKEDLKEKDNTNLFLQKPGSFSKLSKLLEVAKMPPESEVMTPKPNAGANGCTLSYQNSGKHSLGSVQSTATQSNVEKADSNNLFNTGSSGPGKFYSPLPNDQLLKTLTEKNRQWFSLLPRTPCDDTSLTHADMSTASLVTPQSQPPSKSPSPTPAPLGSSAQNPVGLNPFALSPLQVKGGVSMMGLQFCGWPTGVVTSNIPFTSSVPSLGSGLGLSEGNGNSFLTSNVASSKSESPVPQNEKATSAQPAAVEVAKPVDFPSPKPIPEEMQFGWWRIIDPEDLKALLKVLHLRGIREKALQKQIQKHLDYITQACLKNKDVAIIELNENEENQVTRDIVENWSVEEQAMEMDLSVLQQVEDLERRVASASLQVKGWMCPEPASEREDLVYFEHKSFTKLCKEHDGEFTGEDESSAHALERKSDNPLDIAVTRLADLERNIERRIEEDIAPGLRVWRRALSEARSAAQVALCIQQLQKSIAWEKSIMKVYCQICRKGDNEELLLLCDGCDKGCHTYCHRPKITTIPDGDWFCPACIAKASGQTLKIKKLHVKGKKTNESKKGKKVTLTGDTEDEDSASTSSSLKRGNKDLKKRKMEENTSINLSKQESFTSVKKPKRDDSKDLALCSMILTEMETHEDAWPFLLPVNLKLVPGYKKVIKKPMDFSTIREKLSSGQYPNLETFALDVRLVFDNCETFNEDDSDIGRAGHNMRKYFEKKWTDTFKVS
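AlphaScreen displacement: compounds (up to 110uM) incubated 30 min at room temperature with a preformed 50 nM BAZ2B/50 nM biotinylated H3K14Ac peptide complex in PBS pH 7.4 with Tween-20. Donor and acceptor beads at 10 ug/mL final added, 20 min light-protected before reading.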
BLM inh: inhibitors of human Bloom syndrome helicase BLM | recombinant BLM DNA unwinding, fluorescence dequenching | 350,000 tested, 0.2% active | Potency, µM (series often up to 56.1 µM), for the others: top-dose activity change, negative = inhibition, most hits filed as inhibitors | AID 2528;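 note: plate controls were vehicle for no effect and no enzyme for full effect; nearly all actives have a fitted effect of over 35% in size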
GLS inhibitor: glutaminase GLS (human) inhibition. O94925. GLS enzymatic activity, qHTS titration. Potency, µM (doses to about 45.5 µM), inactives show at the highest dose activity change, negative = inhibition, actives largely listed as inhibitors. 410,000 tested, 0.21% active; note: % is set by controls: 0 for no effect and ±100 for the full control effect
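Human kidney-isoform GLS in 45 mM KH2PO4 pH 8.2, 0.02% Tween-20, with compound, started with 1mM L-Glutamine (added stock). Glutamate oxidase/HRP/Amplex red coupled fluorescence read at start and after 30 min at RT.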
Tb PGK inh: T. brucei PGK inhibition; PGK/GAPDH coupled, Kinase-Glo luminescence, 60 min; AID 602233; 380,000 tested, 0.043% active; Potency, µM (highest dose often 57.5 µM), inactives show at the highest dose activity change, negative = inhibition, usual class: inhibitors; P07378; note: % is set by controls: 0 for no effect and ±100 for the full control effect; nearly all actives have a fitted effect of over 60% in size
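Luminescent ATP detection (Kinase-Glo Plus) follows a 60-minute room-temperature incubation, with wells lacking PGK as controls. Buffer: 100 mM TEA (pH 7.6), 5 mM MgCl2, 0.01% Tween-20. Coupling enzyme GAPDH (100 nM final) supplies unstable 1,3-BPG in-well.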
JMJD2A Tudor inh: inhibitors of human JMJD2A Tudor domain; AlphaScreen JMJD2A-Tudor / H3K4me3 peptide binding; O75164; 390,000 tested, 4.4% active; Potency, µM (series often up to 114 µM), for the others: top-dose activity change, negative = inhibition, usual class: inhibitors; note: % is set by controls: 0 for no effect and ±100 for the full control effect; nearly all actives have a fitted effect of over 50% in size
POLI inh: DNA polymerase iota (human) inhibition; Q9UNA4; AID 588590; 390,000 tested, 1% active; Potency, µM (highest dose often 115 µM), inactives show at the highest dose activity, negative = inhibition, most hits filed as inhibitors; Pol iota fluorescent replication assay, 10 min
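Fluorescent replication assay read twice, at 0 min and 10 min after adding 50 nM (final) substrate. Enzyme (10 nM) and compounds were first incubated 15 min at room temperature; enzyme-free buffer wells were negative controls.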
G9a inh: blocks human histone lysine methyltransferase G9a | AID 504332 | G9a H3K9 monomethylation, AlphaScreen, 2 h | Q96KQ7 | 350,000 tested, 8.8% active | Potency, µM (doses to about 102 µM), inactives show at the top dose activity, negative = inhibition, usual class: inhibitors; note: % is set by controls: 0 for no effect and ±100 for the full control effect; nearly all actives have a fitted effect of over 75% in size
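G9a (20 nM) was preincubated 15 min with compound, then reacted 2 h at room temperature with 500 nM biotin-H3K9 peptide and 20 µM SAM. Monomethyl-H3K9 detected by AlphaScreen using anti-H3K9me1 antibody.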
HP1b chromo inh: inhibitors of HP1-beta chromodomain binding to methylated histone tails; AID 540317; Potency, µM (titrated, usually from 114 µM), for inactives: at the top dose activity change, negative = inhibition, most hits filed as inhibitors; 390,000 tested, 0.56% active; P83916; AlphaScreen HP1-beta / biotin-H3K9me3 peptide binding; note: nearly all actives have a fitted effect of over 70% in size; inactives centre near 23
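Compound inhibition of the preformed complex between 50 nM HP1-beta and 50 nM biotinylated H3K9me3 peptide was read by AlphaScreen. Buffer was PBS pH 7.4 with 0.01% Tween-20. Incubations ran 30 min at room temperature, with 10 ug/mL donor/acceptor beads.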
Starred values were filed as active, the others as inactive; i = inactive; ? = inconclusive; · = not tested or not shown; & = joins results of further samples; [ ] = dose if it differs, or a comment. Unless noted, calls come from the whole dose curve; as a rule, active = well fitted curve in the direction sought with a large enough effect; inconclusive = small, poorly fitted or top-dose-only effect, or another doubt; inactive = no such curve, though single readings can be large; an effect the other way counts as inactive or inconclusive. Potency is the fitted concentration of half-maximal effect. These rows are one share of the data; the hit share may differ from the screen's.

Pin1 inh	BAZ2B inh	BLM inh	GLS inhibitor	Tb PGK inh	JMJD2A Tudor inh	POLI inh	G9a inh	HP1b chromo inh	SMILES
-14%	4%	-6%	1%	i	-1%	24%	4%[59 µM]	100%[activator]	CC(C)c1ccc(N2C(=O)CC(Sc3ncccn3)C2=O)cc1 (configuration not stated)
-7%	1%	4%	-5%	0%	-3%	79%[activator]	-7%[0.501 µM]	36%	CC(=O)Nc1ccc(S(=O)(=O)N(C#N)c2nc(N(C)C)nc(N(C)C)n2)cc1
20%	-14%	-7%	2%	-8%	-17%	0%	11%[59 µM]	-15%	CCOC(=O)c1sc2ccccc2c1S(=O)(=O)N1CCN(c2ccccc2F)CC1
1%	-16%	-4%	4%	-4%	-15%	69%[activator]	23%[59 µM]	27%	COc1ccc(NC2(c3ccccc3)OC(=O)c3ccccc32)cc1 (configuration not stated)
23%	-4%	-1%	6%	0%	-21%	70%[activator]	-5%[59 µM]	21%	CC(=O)c1ccc(-c2nc3c4ccccc4ccn3c2C(C)=O)o1
1%	-17%	-6%	4%	1%	-9%	35%[activator]	1%	2%	O=C(NCc1ccccc1)c1ccc(S(=O)(=O)NCc2ccco2)cc1
-10%	-24%	-7%	-16%	-2%	0%	122%[activator]	13%	41%[activator]	CCNS(=O)(=O)c1ccc(CCC(=O)N2CCCC2)cc1
2%	·	2%	-2%	i	2%	-14%	9%[59 µM]	16%	COc1ccccc1N1CCN(C(=O)c2cc3c(=O)n(C)c4ccccc4c3s2)CC1
5%	44%[activator]	-10%	1%	-2%	34%	22%	115%[activator]	26%	Cc1c(C(=O)N(C)Cc2ccc(OC(F)F)cc2)oc2ccccc12
-3%	-3%	-3%	-8%	i	4%	-6%	13%	7%	O=C(COc1ccccc1Cl)NCCNC(=O)c1ccncc1
1%	4%	-5%	5%	-7%	-21%	10%	0%[59 µM]	12%	CC(C)(C)NS(=O)(=O)c1ccc(CCC(=O)Nc2ccc3c(c2)OCO3)cc1
3%	-14%	-14%	-11%	-8%	-32%	?	-11%[59 µM]	8%	COC(=O)c1ccccc1NC(=O)CSc1nc(=O)cc(N)n1-c1ccccc1
2%	1%	1%	3%	·	-9%	14%	36%[59 µM]	17%	Cc1cccc(C)c1NC(=O)NC1CC2CCC(C1)N2Cc1cccs1 (configuration not stated)
-1%	-21%	-5%	1%	-6%	-5%	21%	-27%	-5%	O=C(NC1CC1)c1ccc(CN(c2ccccc2)S(=O)(=O)c2ccccc2)cc1
-2%	-31%	0%	15%	1%	?	5%	?	18%	O=C(c1ccc(OC2CCN(Cc3ccccn3)CC2)cc1)N1CCC[C@H]1CO
-10%	-39%	3%	7%	-12%	-22%	-1%	38%	34%	CCn1c(O)c(N=NC(=O)CNC(=O)/C=C/c2ccccc2)c2ccccc21
-10%	?	2%	3%	-1%	8.9µM*	28%	·	?	COc1ccc(CN2CCCN(C)CC2)c(OC)c1C
26%	6%	3%	-13%	i	-17%	7%	4%[12.7 µM]	18%	COc1ccc(CN2c3cc(S(=O)(=O)N4CCOCC4)ccc3N3CCCC32)cc1 (configuration not stated)
-9%	-1%	-2%	7%	2%	-2%	-4%	-12%	7%	CC(=O)N1CCN(Cc2nc3ccc(Cl)cc3n2CCO)CC1
-3%	·	·	-4%	i	?	25%	·	8%	O=C(COC(=O)c1ccc(Br)o1)Nc1ccc(F)cc1[N+](=O)[O-]
0%	-6%	0%	1%	-7%	-6%	21%	?	32%	O=C(Cn1ncc2c(=O)oc3ccccc3c21)NCC1CCCO1 (configuration not stated)
0%	-37%	-1%	26%	-1%	-9%	15%	-44%	20%	C=CCn1c(NCc2ccc3c(c2)OCO3)nc2ccccc21
-1%	7.9µM*	?	15%	?	20µM*	6.3µM*	11µM*	?	O=C1C(Nc2ccc(O)cc2)=C/C(=N/S(=O)(=O)c2cccs2)c2ccccc21
31%[activator]	5%	-6%	0%	-1%	-27%	80%[activator]	31%	6%	Cc1cccc(N2CCN(c3nc4nonc4nc3N3CCSCC3)CC2)n1
-3%	4%	·	2%	i	0%	-7%	6%[12.7 µM]	34%	Cc1ccc(NC(=O)Nc2ccccc2F)cc1S(=O)(=O)N1CCOCC1

As a short view, five of the compounds above.
Pin1 inh	BAZ2B inh	BLM inh	GLS inhibitor	Tb PGK inh	JMJD2A Tudor inh	POLI inh	G9a inh	HP1b chromo inh	SMILES
0%	-6%	0%	1%	-7%	-6%	21%	?	32%	O=C(Cn1ncc2c(=O)oc3ccccc3c21)NCC1CCCO1 (configuration not stated)
0%	-37%	-1%	26%	-1%	-9%	15%	-44%	20%	C=CCn1c(NCc2ccc3c(c2)OCO3)nc2ccccc21
-1%	7.9µM*	?	15%	?	20µM*	6.3µM*	11µM*	?	O=C1C(Nc2ccc(O)cc2)=C/C(=N/S(=O)(=O)c2cccs2)c2ccccc21
31%[activator]	5%	-6%	0%	-1%	-27%	80%[activator]	31%	6%	Cc1cccc(N2CCN(c3nc4nonc4nc3N3CCSCC3)CC2)n1
-3%	4%	·	2%	i	0%	-7%	6%[12.7 µM]	34%	Cc1ccc(NC(=O)Nc2ccccc2F)cc1S(=O)(=O)N1CCOCC1

Going on with the list:
Pin1 inh	BAZ2B inh	BLM inh	GLS inhibitor	Tb PGK inh	JMJD2A Tudor inh	POLI inh	G9a inh	HP1b chromo inh	SMILES
-6%	13%	0%	5%	0%	4%	6%	14%[59 µM]	42%[activator]	CCC(CC)C(=O)Nc1cc(C(=O)OC)ccc1C(=O)OC
-4%	-6%	2%	2%	-4%	5%	76%[activator]	21%	24%	Cc1cc(C)c(S(=O)(=O)N2CCN(C(=O)C(C)Cn3cncn3)CC2)c(C)c1 (configuration not stated)
6%	-10%	-1%	?	-3%	-25%	109%[activator]	?	-3%	COc1ccc(/C=N/n2c(=O)[nH]c3c([nH]c4ccc(F)cc43)c2=O)cc1CN1CCCCC1
-2%	1%	0%	-13%	-8%	-8%	-5%	2%[59 µM]	13%[57 µM]	Cc1ccc(CNC(=O)C(=O)NCC(c2ccc3c(c2)OCO3)N2CCOCC2)cc1 (configuration not stated)
14%	-10%	0%	3%	-4%	-18%	-8%	12%	26%	CCOc1ccc(Nc2nc3ccccc3n3cnnc23)cc1
0%	10%	-3%	13%	-2%	-7%	12%	-74%	28%	CCOC(=O)CSc1nc2sc3c(c2c(=O)[nH]1)CC(C)(C)OC3
2%	-6%	-2%	10%	1%	-16%	20%	-8%[59 µM]	-2%	CCOc1ccccc1CNCc1c(C(=O)O)n(Cc2ccc(F)cc2)c2cc(C)ccc12
3%	·	2%	13%	-1%	-16%	16%	32µM*	7%	COc1cccc(C(=O)Nc2nc(-c3ccncc3)cs2)c1
-18%	-5%	-4%	·	0%	1%	17%	?	29%	Cc1nc(CC(=O)N2CCN(c3cccc(C)c3C)CC2)cs1
-2%&4%	·	-2%&0%	·	·	1%&0%	11%&12%	·	53%&37%[activator]	COc1ccc(C2CC(c3ccccc3)Oc3ccc(C(C)(C)C)cc32)cc1 (configuration not stated)
-2%	7%	3%	2%	2%	3%	1%	6%[2.33 µM]	21%	CCCOc1ccccc1C1CC(=O)NC2=C1C(=O)CCC2 (configuration not stated)
21%	?	·	1%	-16%	-25%	35µM*	19%[12.7 µM]	2%	COc1ccc(C(=O)COC(=O)/C=C/c2ccco2)cc1F
2%	-1%	-1%	3%	-2%	-6%	-13%	4%	24%	Cc1ccc(/C=N/N(C)C2=NS(=O)(=O)c3ccccc32)cc1
-6%	-1%	-6%	10%	-9%	5%	53%[activator]	11%[59 µM]	19%	CCSc1nc2ccccc2c(=O)n1C1CCOC(C)(C)C1 (configuration not stated)
1%	-2%	·	7%	-5%	-5%	5%	-13%[59 µM]	35%	CC1CCCN(C(=O)CSc2nnc3ccccn23)C1 (configuration not stated)
-6%	-3%	5%	-21%	-4%	10%	27%	15%[59 µM]	35%	COc1ccc(CNC(=O)c2cnn3c(C(F)F)cc(C)nc23)cc1
14%	·	-8%	0%	9%	-15%	28%	-28%	26%	CCN1C(=C(C#N)C#N)C=Cc2cc(C)ccc21
4%	1%	·	-7%	0%	-13%	9%	-10%[2.33 µM]	26%	COc1cc(C(=O)OCc2ccccc2C#N)ccc1OCC(=O)N1CCOCC1
-1%	56µM*	-7%	-14%	-2%	-29%	-7%	?	1%	Cc1ccc(OCC(=O)c2cc(C)n(C)c2C)c([N+](=O)[O-])n1
2%	-28%	-8%	3%	0%	-11%	-7%	4%	25%	Cc1ccccc1C(=O)N1N=C(c2cccc(NS(C)(=O)=O)c2)CC1c1cccs1 (configuration not stated)
-11%	-5%	-2%	-2%	-7%	-7%	10%	23%	27%	COc1ccc(C(C(=O)NC(C)(C)C)N(Cc2ccco2)C(=O)CCC(=O)Nc2ccccn2)cc1 (configuration not stated)
4%	2%	-1%	-3%	·	-8%	5%	?	31%[activator]	CC1=C(C(=O)N2CCOCC2)C(c2ccccc2F)C2=C(CCCC2=O)N1 (configuration not stated)
-5%	-32%	-8%	31%[activator]	1%	-23%	16%	-1%	27%	COc1ccccc1NC(=O)NNC(=O)c1ccc2ccccc2c1O
-1%	31%	-11%	0%	-1%	3%	13%	12%	16%	CC(C)=CCN1CCN(Cc2cnc(C)s2)CC1CCO (configuration not stated)
